HCMV antiviral: human cytomegalovirus inhibition; HFF cells, HCMV-luciferase reporter, 72 h; hits give low values; activity change, negative = inhibition, % at 57.5 µM; actives 4.5% (n = 410,000); in the data active means activity change below about -60%; inconclusive means no clear call, values can overlap the other calls; inactive means above about -39%
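Two compound doses tested in HFFs infected with HCMV-luciferase, MOI 1 PFU/cell, 72 h at 37C. Lysate luminescence read with OneGlo; data normalized against buffer-only and 10uM Salinomycin inhibitor controls.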
HCV inhibitor: inhibitors of hepatitis C virus infection; Huh7.5.1 HCVcc-Cre infection, luciferase reporter, 44 h; Potency, µM (highest dose often 41.8 µM), for the others: top-dose activity change, negative = inhibition, most hits filed as inhibitors; actives 3.4% (n = 340,000); further: potency means the concentration at half of the fitted maximal effect
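A cell-based infection assay in which seeded cells (1,000 per well) receive test compound after 4 h, are inoculated with HCVcc-Cre at approximately 0.5 moi, and are incubated 44 h before luminescence detection.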
Giardia FBPA inh: inhibitors of Giardia lamblia fructose-1,6-bisphosphate aldolase; A8B2U2; purified Giardia FBPA; Potency, µM (doses to about 59.6 µM), inactives show at the top dose activity, negative = inhibition, usual class: inhibitors; actives 0.71% (n = 290,000); AID 2451; further: potency means the concentration at half of the fitted maximal effect; nearly all actives have a fitted effect of over 55% in size
Target sequence (A8B2U2 whole entry, looked up): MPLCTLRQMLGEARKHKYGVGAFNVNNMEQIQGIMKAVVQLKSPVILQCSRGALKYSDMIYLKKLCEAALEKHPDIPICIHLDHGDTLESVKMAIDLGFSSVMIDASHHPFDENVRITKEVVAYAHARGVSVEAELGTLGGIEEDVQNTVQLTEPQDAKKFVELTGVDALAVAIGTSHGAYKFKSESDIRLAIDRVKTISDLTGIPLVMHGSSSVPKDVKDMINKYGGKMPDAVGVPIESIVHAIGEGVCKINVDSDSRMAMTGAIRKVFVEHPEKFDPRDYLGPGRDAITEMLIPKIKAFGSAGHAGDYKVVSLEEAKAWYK
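40 nM FBPA preincubated 10 min at RT with compound (up to 57.5 uM final), then substrate plus GAPDH/TPI/NAD/arsenate coupling and diaphorase/resazurin added. Fluorescence read after 20 min at RT, 525/598 nm.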
AmpC no deterg: blocks E. coli AmpC beta-lactamase in detergent-free assay. P00811. AmpC nitrocefin hydrolysis, absorbance 480 nm, 0.0001% Triton. Potency, µM (doses to about 57.1 µM), without a hit: at the highest dose activity change, negative = inhibition, actives largely listed as inhibitors. actives 0.52% (n = 330,000);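 further: potency means the concentration at half of the fitted maximal effect; plate controls were no compound for no effect and no enzyme for full effect; nearly all actives have a fitted effect of over 20% in size; some results filed as inactive show a strong effect at the top dose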
Target sequence (P00811 whole entry, looked up): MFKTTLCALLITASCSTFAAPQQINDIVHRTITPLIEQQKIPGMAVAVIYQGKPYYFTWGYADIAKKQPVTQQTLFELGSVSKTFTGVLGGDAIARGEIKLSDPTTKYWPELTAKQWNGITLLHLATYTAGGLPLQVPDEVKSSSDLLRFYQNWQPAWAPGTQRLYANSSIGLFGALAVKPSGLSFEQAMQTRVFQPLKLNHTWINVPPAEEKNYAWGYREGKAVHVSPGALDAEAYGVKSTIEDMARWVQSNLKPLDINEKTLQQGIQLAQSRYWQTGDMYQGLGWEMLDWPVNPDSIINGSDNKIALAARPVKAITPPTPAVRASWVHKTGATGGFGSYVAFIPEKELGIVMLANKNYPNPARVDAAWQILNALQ
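AmpC (5.3 nM in the dispensed reagent) in 20 mM phosphate pH 7.0 with 0.01% (detergent screen) or 0.0001% Triton X-100 was preincubated with compounds for 15 min at room temperature. Nitrocefin was then added from an 800 uM solution, and hydrolysis was followed at 480 nm.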
Sm TGR inh: blocks Schistosoma mansoni thioredoxin glutathione reductase; Q962Y6; purified TGR, DTNB reduction, TNB absorbance 405 nm; Potency, µM (doses to about 114 µM), for the others: top-dose activity change, negative = inhibition, hits mostly inhibitors; actives 3% (n = 360,000); AID 485364; further: potency means the concentration at half of the fitted maximal effect; nearly all actives have a fitted effect of over 60% in size
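TGR 20 nM + NADPH 100 uM (dispensed conc.), cpd preinc 15 min RT; start with NADPH (500 uM addition) then DTNB (15 mM addition). Kinetic TNB absorbance, 405 nm filter. Four-parameter Hill fit across titration.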
AmpC detergent: AmpC beta-lactamase inhibition with detergent present. Potency, µM (doses to about 114 µM), for the others: at the top dose activity change, negative = inhibition, actives largely listed as inhibitors. AmpC hydrolysis of nitrocefin, absorbance 480 nm, 0.01% Triton. P00811. actives 0.041% (n = 370,000);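 further: potency means the concentration at half of the fitted maximal effect; 0% = no-compound wells and -100% = no-enzyme wells; nearly all actives have a fitted effect of over 25% in size; some results filed as inactive show a strong effect at the top dose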
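20 mM phosphate pH 7.0 + 0.01% (detergent screen) or 0.0001% Triton X-100; 5.3 nM AmpC reagent; cpd preinc 15 min RT; nitrocefin (800 uM stock) to start; A480 q20 s × 4 min; Activity was normalised to no-enzyme and no-compound control wells.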
* marks the source's active call; other numbers are inactive results; u = inconclusive; x = not tested or not shown; & = joins results of further samples; [ ] = dose if it differs, or a comment. Unless noted, the call rests on the fitted dose curve; in most records, active means well fitted curve in the direction sought with a large enough effect; inconclusive means small, poorly fitted or top-dose-only effect, or another doubt; inactive means no such curve, though single readings can be large; an effect the other way counts as inactive or inconclusive. Unless noted, on the % scale 0 is the no-effect control and ±100 the full control effect.

Preview, four compounds:
cpd | molecule | HCMV antiviral | HCV inhibitor | Giardia FBPA inh
1 | O=C(C[C@@H]1C/C=C\CCCC(=O)OC[C@@H]2CCCN2C1=O)N[C@H](CO)Cc1ccccc1 | 9.2 | 19.7% | x
2 | C=CCNC(=O)c1ccccc1NC(=O)c1ccccc1C | -9.3 | -14.0% | 0.2%
3 | O=C(CCNC(=O)c1ccccc1Cl)Nc1ccc(S(=O)(=O)Nc2nccs2)cc1 | 3.2 | 7.4% | x
4 | Cc1cn2c(=O)cc(COC(=O)c3ccc(NC(=O)c4ccc(F)cc4)cc3)nc2s1 | u | x | x

cpd | AmpC no deterg | Sm TGR inh | AmpC detergent
1 | 5.8% | x | x
2 | -13.3% | -2.0% | -4.2%
3 | -17.4% | x | x
4 | x | 6.2% | 0.7%

Main list, previewed entries included:
cpd | molecule | HCMV antiviral | HCV inhibitor | Giardia FBPA inh
1 | O=C(C[C@@H]1C/C=C\CCCC(=O)OC[C@@H]2CCCN2C1=O)N[C@H](CO)Cc1ccccc1 | 9.2 | 19.7% | x
2 | C=CCNC(=O)c1ccccc1NC(=O)c1ccccc1C | -9.3 | -14.0% | 0.2%
3 | O=C(CCNC(=O)c1ccccc1Cl)Nc1ccc(S(=O)(=O)Nc2nccs2)cc1 | 3.2 | 7.4% | x
4 | Cc1cn2c(=O)cc(COC(=O)c3ccc(NC(=O)c4ccc(F)cc4)cc3)nc2s1 | u | x | x
5 | Cc1ccc(C(O)Cn2nc(C)cc2C)cc1 (configuration not stated) | -16.4 | 17.7% | x
6 | Cc1ccc(N2CCN(C(=O)N3CCOCC3)CC2)c(C)c1 | -20.1 | 12.5% | 3.2%
7 | NC(=O)c1c(NC(=O)C2CC=CCC2C(=O)O)sc2c1CCCCC2 (configuration not stated) | 26.0 | 0.2% | 0.0%
8 | CCOC(=O)N1CCN(C(=O)c2cc3c(=O)n4cccc(C)c4nc3s2)CC1 | 13.1 | 31.5%[activator] | 4.4%
9 | CC(C)CCN1C(=O)c2ccc(C(=O)OCC(=O)N(C)C3CCS(=O)(=O)C3)cc2C1=O (configuration not stated) | -9.1 | 10.4% | x
10 | COc1ccccc1-c1nc(C(N)=O)c2[nH]c(=O)n(-c3cccc(C)c3)c2n1 | -21.9 | u | -0.4%
11 | COc1ccc(S(=O)(=O)Nc2cc3c4c(c2)C(C)C(=O)N4CCC3)cc1OC (configuration not stated) | x | u | x
12 | O=S(=O)(c1ccccc1)c1nc(-c2ccc(F)cc2)oc1NCc1ccccc1 | -8.6 | x | x
13 | COCCN1C(=O)N[C@@H](c2ccccc2)C(C(C)=O)=C1C | -7.0 | -7.9%[8.37 µM] | 1.9%&1.2%
14 | COc1ccccc1OCc1ccc(C(=O)Nc2ccncc2)o1 | u | u | 7.6%
15 | COc1ccc(-c2csc(NC(=S)NC(=O)c3cccs3)n2)cc1Br | u | -23.4% | -13.5%

cpd | AmpC no deterg | Sm TGR inh | AmpC detergent
1 | 5.8% | x | x
2 | -13.3% | -2.0% | -4.2%
3 | -17.4% | x | x
4 | x | 6.2% | 0.7%
5 | -0.2% | -4.2% | u
6 | 14.7% | 68.6%[activator] | -5.2%
7 | -41.8% | 50.1µM* | -2.6%
8 | -3.2% | 1.8% | 2.9%
9 | 96.2%[activator] | 0.0% | -11.2%
10 | 203.1%[activator] | 2.8% | -12.9%
11 | 2.4% | -28.3% | u
12 | x | 9.3% | 25.7%
13 | -10.0% | -0.4% | -8.9%
14 | -7.7% | 9.2% | -12.6%
15 | -35.1% | -27.0% | -2.6%

Next structures follow:
cpd | molecule | HCMV antiviral | HCV inhibitor | Giardia FBPA inh
16 | COCCCNC(=S)NNC(=O)Cn1nc(C)c(Br)c1C | -13.7 | 3.2% | 12.4%
17 | CCOC(=O)c1cc2ccc3ccccc3c2s1 | 90.5 | u | -4.9%
18 | CN(CC(=O)Nc1ccccc1C(F)(F)F)C(=O)COc1ncnc2sccc12 | 16.2 | 15.5% | 0.1%
19 | CCN(C(=O)Cn1c(=O)oc2cc(S(=O)(=O)N3CCCCCC3)ccc21)c1cccc(C)c1 | -11.0 | x | x
20 | Cc1cccc(OCCCCCn2ccnc2)c1 | 9.7 | u | u
21 | O=C(COC(=O)c1ccc(-c2ccc([N+](=O)[O-])cc2)o1)NC(=O)NC12CC3CC(CC(C3)C1)C2 | u | -10.7% | -1.2%
22 | Cc1ccc(C(=O)C2=C(O)C(=O)N(Cc3cccnc3)C2c2ccc(Br)cc2)o1 (configuration not stated) | -18.5 | 10.4% | x
23 | O=C(Cc1sc(-c2ccccc2)nc1-c1ccccc1)Nc1ccc(Cl)cc1 | -76.0* | -1.8% | 3.7%
24 | COc1ccc(N(C(=O)CCl)C(C(=O)NCCc2ccccc2)c2cccs2)cc1Cl (configuration not stated) | -102.8* | 0.562µM* | -10.3%
25 | CC(C)C[C@H](NC(=O)Nc1ccc(S(N)(=O)=O)cc1)C(=O)O | 19.9 | 20.8% | 1.2%
26 | CC(=N/O)/C(C)=N\NC(=O)c1ccccn1 | 30.2 | 9.3% | -15.5%
27 | CCOC(=O)N1CCN(Cc2nc3c(c(=O)n(C)c(=O)n3C)n2Cc2ccccc2C)CC1 | -20.5 | 2.2% | -2.2%
28 | C=CCNCCOc1ccccc1-c1ccccc1 | -25.3 | 0.2% | -12.6%
29 | COc1cc2c(cc1OC)CN(C(=O)c1ccc(Cl)c(S(=O)(=O)N3CCCC3)c1)CC2 | u | u | x
30 | COc1ccc(CCNC(=O)c2cnc3sc(N4CCCCCC4)nn3c2=O)cc1 | -6.6 | x | x

cpd | AmpC no deterg | Sm TGR inh | AmpC detergent
16 | -7.6% | 4.0% | 1.7%
17 | -22.0% | 8.8% | u
18 | -10.7% | -1.4% | -9.9%
19 | x | -0.8% | 18.3%
20 | -9.6% | 9.2% | 0.7%
21 | -22.3% | -11.2% | 1.4%
22 | -32.5% | u | 0.9%
23 | -11.6% | 19.5% | u
24 | 1.0% | 10µM* | -7.3%
25 | -1.2% | -3.5% | 1.7%
26 | -0.4% | 22.3% | 3.4%
27 | 68.2%[activator] | -12.7% | -12.9%
28 | -8.6% | -9.2% | 1.2%
29 | 103.6%[activator] | x | x
30 | x | 4.7% | 18.5%

Other entries:
cpd | molecule | HCMV antiviral | HCV inhibitor | Giardia FBPA inh
31 | CCOC(=O)C1CCN(C(=O)COc2ccc(C(=O)c3ccccc3)cc2)CC1 | -21.8 | -1.9% | x
32 | CN1CCN(C(=S)Nc2cccc(Cl)c2)CC1 | 53.5 | 12.3% | 3.3%
33 | O=c1oc2ccccc2cc1-c1nnc(Nc2ccc(Cl)cc2Cl)s1 | u | x | x
34 | COC(=O)CCCNC(=O)c1ccc(OC2CCN(CCc3ccccc3)CC2)cc1 | -21.9 | 2.4% | 2.6%
35 | Cc1csc(SCC(=O)NC(=O)NC(C)(C)C)n1 | -13.9 | -3.7% | 7.3%
36 | COc1cc(NC(=O)c2cc([N+](=O)[O-])ccc2Br)ccc1NC(=O)c1ccco1 | -60.9* | u | -29.8%
37 | Cc1c(C)n(CCc2ccccc2)c2ncnc(NCCO)c12 | 100.4 | -25.5% | 1.3%
38 | CCOc1cccc(C2Nc3ccccc3-c3cc(C)nn32)c1O (configuration not stated) | 6.6 | x | x
39 | COc1ccc(CC2(CO)CCN(S(=O)(=O)c3c(C)nn(C)c3C)CC2)cc1 | -31.3 | 1.8% | 4.0%
40 | O=C(Cc1ccccc1[N+](=O)[O-])NC1CCN(Cc2ccccc2)CC1 | 87.7 | 5.9% | -2.0%
41 | CCOC(=O)c1ccc(CNC(=O)CCC(=O)O)cc1 | 14.8 | 20.3% | -0.6%
42 | Cc1ccc2c(C)c(C(=O)Nc3cccnc3)oc2c1 | 18.3 | 14.0% | 1.3%
43 | CN(C(=O)COc1ccccc1)c1nnc(-c2ccncc2)s1 | -39.3 | 9.0% | -2.6%
44 | CCOC(=O)C1(CCOc2ccccc2)CCN(C(C)CSC)CC1 (configuration not stated) | -1.5 | -10.9% | 4.9%
45 | CC(C)c1nc2cc(C(=O)N3CCNC(=O)C3c3ccc(F)cc3)ccc2o1 (configuration not stated) | -37.3 | u | x

cpd | AmpC no deterg | Sm TGR inh | AmpC detergent
31 | 32.2% | x | x
32 | -11.6% | -1.9% | u
33 | x | -12.0% | 2.5%
34 | 20.1% | 0.0% | 3.5%
35 | -18.1% | 4.9% | 3.7%
36 | -34.0% | -4.0% | -8.6%
37 | 18.6% | -5.0% | 0.4%
38 | x | u | -1.6%
39 | 125.3%[activator] | -14.6% | 2.1%
40 | -16.7% | -3.3% | -14.1%
41 | -10.9% | -3.0% | 0.7%
42 | -6.2% | 5.7% | 1.8%
43 | -5.6% | -8.5% | -3.4%
44 | 25.4% | -6.1% | u
45 | 45.2% | -8.8% | 3.2%

Continued:
cpd | molecule | HCMV antiviral | HCV inhibitor | Giardia FBPA inh
46 | Cc1cc(C)n2nc(C(=O)OCC(=O)NCc3ccc(Cl)cc3)nc2n1 | 14.1 | 16.6% | x
47 | COc1ccc(CCNC(=O)CCCn2c(=O)c3cccn3c3ccc(F)cc32)cc1OC | -12.8 | x | x
48 | O=C(c1ccco1)N1CCN(c2c([N+](=O)[O-])nn(-c3cccc(Cl)c3)[n+]2[O-])CC1 | -10.9 | -7.5% | -19.1%
49 | C=CCSC1=N/C(=C\C=C\c2ccco2)C(=O)S1 | -12.8 | -1.7% | 6.29µM*
50 | Cc1ccc(S(=O)(=O)NC(=O)c2ccc(Br)o2)cc1 | -24.6 | 23.2% | 12.2%[89.2 µM]
51 | CC1Cc2ccccc2N1C(=O)CSc1nnc(C2CC2)n1C (configuration not stated) | u | 11.5% | -2.1%
52 | Cc1cc(C(=O)CSc2nnc(-c3ccccc3)n2-c2ccccc2)c(C)n1-c1ncn[nH]1 | 18.2 | -11.4% | 0.2%
53 | CCC(=O)Oc1ccc(/C=C(\C#N)c2nc3ccccc3[nH]2)cc1OC | 34.1 | x | x
54 | Cc1ccc(NC(=O)C2CCCN2C(=O)NCc2ccccc2)cc1 (configuration not stated) | 30.4 | -7.5% | 2.3%
55 | Cc1cc(NC(=O)c2cc(-c3cccs3)on2)no1 | 28.1 | 17.0% | 2.3%
56 | CCOc1ccc(CCNC(=O)C2CCCN(S(=O)(=O)N(C)c3ccc(F)cc3)C2)cc1 (configuration not stated) | -35.5 | x | x

cpd | AmpC no deterg | Sm TGR inh | AmpC detergent
46 | -11.7% | 1.4% | -7.0%
47 | x | -0.2% | 9.1%
48 | -9.5% | -16.0% | -4.2%
49 | -50.2% | u | -13.0%
50 | -11.0% | 1.1% | -9.2%
51 | 2.0% | 18.5% | 3.2%
52 | 90.7%[activator] | 13.7%[11.4 µM] | -9.0%
53 | x | -0.6% | 0.9%
54 | -17.1% | 6.6% | 3.8%
55 | -7.3% | 2.6% | 1.1%
56 | x | -2.2% | -4.3%

Single values from the results shown.
Reading for compound 48 in HCV inhibitor: -7.5%
Reading for compound 51 in AmpC detergent: 3.2%
Reading for compound 47 in Sm TGR inh: -0.2%

Screens: PubChem, National Center for Advancing Translational Sciences (NCATS)
